Compound activity: PubChem, National Center for Advancing Translational Sciences (NCATS)
mIDH1 inhibitor – human IDH1 R132H inhibition; O75874; IDH1-R132H enzyme, NADPH consumption, diaphorase/resazurin fluorescence; Potency, µM (doses to about 76.6 µM), inactives show at the top dose activity change, negative = inhibition, usual class: inhibitors; actives 0.093% (n = 390,000); also: potency is read from the fitted curve at half-maximal effect; % is scaled to controls: 0 for no effect and ±100 for the full control effect; nearly all actives have a fitted effect of over 65% in size
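IDH1-R132H (0.5 ug/mL) preincubated 30 min with compound, then NADPH (0.016 mM) and alpha-KG (2 mM) added; 80 min at RT, pH 7.5. Remaining NADPH coupled via diaphorase/resazurin to fluorescence (540/590 nm); concentration-response curves normalized to no-enzyme control.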
HP1b chromo inh – inhibitors of HP1-beta chromodomain binding to methylated histone tails. P83916. AlphaScreen HP1-beta / biotin-H3K9me3 peptide binding. Potency, µM (top dose mostly 114 µM), for inactives: top-dose activity change, negative = inhibition, usual class: inhibitors. actives 0.56% (n = 390,000); also: potency is read from the fitted curve at half-maximal effect; nearly all actives have a fitted effect of over 70% in size; inactives centre near 23
Target sequence (P83916 whole entry, looked up): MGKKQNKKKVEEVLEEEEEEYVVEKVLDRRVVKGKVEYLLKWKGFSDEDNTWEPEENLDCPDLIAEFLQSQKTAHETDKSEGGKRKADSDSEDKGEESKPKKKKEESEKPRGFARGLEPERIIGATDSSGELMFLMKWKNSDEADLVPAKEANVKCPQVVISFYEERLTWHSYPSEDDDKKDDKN
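AlphaScreen: HP1-beta (50 nM) preformed 30 min with biotin-H3(1-18)K9me3 peptide (50 nM) in PBS pH 7.4, 0.01% Tween-20. Compound added for 30 min at RT, then streptavidin donor/nickel chelate acceptor beads (10 ug/mL) for 30 min.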
USP1-UAF1 inh – USP1/UAF1 (human) deubiquitinase inhibition | actives 0.23% (n = 390,000) | recombinant USP1/UAF1, Ub-Rhodamine cleavage fluorescence | Potency, µM (highest dose often 57.1 µM), for the others: top-dose activity change, negative = inhibition, actives largely listed as inhibitors | AID 743255; also: potency is read from the fitted curve at half-maximal effect; % is scaled to controls: 0 for no effect and ±100 for the full control effect; nearly all actives have a fitted effect of over 60% in size; inactives centre near -12
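High-throughput fluorogenic screen: 1nM USP1/UAF1 complex, Ub-Rho substrate 150nM final, 50mM HEPES pH 7.8 with 0.5mM EDTA, 0.1 mg/ml BSA, 1mM TCEP and 0.01% Tween-20.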
Tb PGK inh – blocks T. brucei phosphoglycerate kinase; P07378; PGK/GAPDH coupled, Kinase-Glo luminescence, 60 min; Potency, µM (doses to about 57.5 µM), for inactives: top-dose activity change, negative = inhibition, actives largely listed as inhibitors; actives 0.043% (n = 380,000); AID 602233; also: potency is read from the fitted curve at half-maximal effect; % is scaled to controls: 0 for no effect and ±100 for the full control effect; nearly all actives have a fitted effect of over 60% in size
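Recombinant glycosomal PGK reaction used 1,3-bisphosphoglycerate generated in-well by GAPDH (100nM final) in 100mM TEA pH 7.6, 5mM MgCl2, 0.01% Tween-20. After 60 minutes at room temperature, ATP was read by Kinase-Glo Plus luminescence end-point.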
GLS inh – glutaminase GLS (human) inhibition; GLS enzymatic activity, qHTS titration; Potency, µM (titrated, usually from 45.5 µM), for inactives: at the highest dose activity change, negative = inhibition, hits mostly inhibitors; actives 0.21% (n = 410,000); also: potency is read from the fitted curve at half-maximal effect; % is scaled to controls: 0 for no effect and ±100 for the full control effect
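hKGA; 45 mM KH2PO4 pH 8.2 + 0.02% Tween-20; cpd via pin tool; 1 mM Gln soln; GluOx/HRP/Amplex Red; RT 30 min; fluor. t0 & final.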
PI4K2A inh – PI4K2A (human) kinase inhibition; Q9BTU6; purified PI4K2A, ADP-Glo luminescence, 1 h; hits give low values; activity change, negative = inhibition, % at 76.9 µM; actives 0.13% (n = 420,000); AID 1346378; in the data active = activity change below about -50%; inconclusive = mostly about -30% to -49%;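 also: -100% = wells without enzyme as full effect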
Target sequence (Q9BTU6 whole entry, looked up): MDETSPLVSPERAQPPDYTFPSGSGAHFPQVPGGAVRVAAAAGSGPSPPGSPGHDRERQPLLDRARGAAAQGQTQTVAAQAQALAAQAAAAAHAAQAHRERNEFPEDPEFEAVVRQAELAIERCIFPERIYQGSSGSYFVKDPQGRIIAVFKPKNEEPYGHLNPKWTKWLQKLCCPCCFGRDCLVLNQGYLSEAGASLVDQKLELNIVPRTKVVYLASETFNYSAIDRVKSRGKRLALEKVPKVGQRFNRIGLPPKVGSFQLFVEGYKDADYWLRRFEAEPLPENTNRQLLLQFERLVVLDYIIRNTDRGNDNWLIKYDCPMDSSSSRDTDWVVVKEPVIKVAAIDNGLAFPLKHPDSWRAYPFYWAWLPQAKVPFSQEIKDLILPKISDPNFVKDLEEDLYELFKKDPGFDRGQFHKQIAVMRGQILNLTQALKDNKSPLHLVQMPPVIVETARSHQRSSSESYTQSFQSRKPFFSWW
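ADP-Glo luminescence measured ADP generated by PI4K2A enzyme (4 ug/mL before mixing) with 1.2 mM PI substrate (pre-mix) and 300 microM ATP (pre-mix). Tris pH7.5 buffer with MgCl2, Triton X-100; 1 h reaction at ambient temperature.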
TrxR1 substrate – substrates of rat thioredoxin reductase 1; Potency, µM (titrated, usually from 114 µM), inactives show at the top dose activity change, negative = substrate turnover; purified TrxR1 substrate turnover, NADPH consumption readout; actives 0.01% (n = 390,000); AID 588456; O89049; also: potency is read from the fitted curve at half-maximal effect; % is scaled to controls: 0 for no effect and ±100 for the full control effect; nearly all actives have a fitted effect of over 50% in size
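Rat TrxR1, dispensed at 90 nM, was prereduced with 400 uM NADPH (final) for 5 min at ~22 deg C, then incubated with compound 15 min before 400 uM selenite. A first-read NADPH fluorescence drop versus no-compound background flagged substrates.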
Pin1 inhibitor – human Pin1 inhibition; Pin1 FP peptide displacement, HiFluor488, 10 min; Potency, µM (series often up to 115 µM), for the others: top-dose activity, negative = inhibition, actives largely listed as inhibitors; actives 0.009% (n = 390,000); active = well fitted inhibition curve with a large enough effect in the polarisation, with a control signal flat, not every such curve was filed as active; inconclusive = small, poorly fitted or top-dose-only effect, or effect the other way, or a change in a side signal; inactive = no such curve, though single readings can be large or run the other way; the % refers to the polarisation; also: potency is read from the fitted curve at half-maximal effect; % is scaled to controls: 0 for no effect and ±100 for the full control effect
Target sequence (Q13526 whole entry, looked up): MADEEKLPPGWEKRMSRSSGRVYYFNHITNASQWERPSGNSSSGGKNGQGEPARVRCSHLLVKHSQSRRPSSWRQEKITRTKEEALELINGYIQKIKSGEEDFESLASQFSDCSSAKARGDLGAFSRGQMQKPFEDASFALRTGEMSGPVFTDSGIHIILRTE
rTrxR1 inhibitor – inhibitors of rat thioredoxin reductase 1; recombinant rTrxR1, NADPH fluorescence consumption, selenite substrate; Potency, µM (highest dose often 114 µM), for inactives: top-dose activity change, negative = inhibition, usual class: inhibitors; actives 1% (n = 390,000); also: potency is read from the fitted curve at half-maximal effect; % is scaled to controls: 0 for no effect and ±100 for the full control effect; nearly all actives have a fitted effect of over 65% in size
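Rat TrxR1 (90 nM in the dispensed reagent) was pre-reduced with 400 uM NADPH for 5 min at room temperature, then incubated with compound for 15 min. After 400 uM selenite was added, NADPH fluorescence (Ex 340/Em 450 nm) was followed for 8 min.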
The depositor's hits bear a star; i = inactive; ? = inconclusive; / = not tested or not shown; & = joins results of further samples; [ ] = dose if it differs, or a comment. Unless noted, calls follow the shape of the dose curve; as a rule, active = well fitted curve in the direction sought with a large enough effect; inconclusive = small, poorly fitted or top-dose-only effect, or another doubt; inactive = no such curve, though single readings can be large; an effect the other way counts as inactive or inconclusive.

SMILES	mIDH1 inhibitor	HP1b chromo inh	USP1-UAF1 inh	Tb PGK inh	GLS inh	PI4K2A inh	TrxR1 substrate	Pin1 inhibitor	rTrxR1 inhibitor
CC1(C)[N+]([O-])=C2C(=[N+]([O-])C1(C)C)c1ccccc1/C2=N\O	1%	18%	-18%	-2%	21%	23	-6%	1%	-4%
O=C(CCC(=O)N1CCOc2ccccc21)N1CCCCC1	8%	16%	-11%	-6%	-1%	-5	24%[57.1 µM]	-7%	32%
O=C(Cc1ccccc1)NC1CC(=O)N(c2ccc3c(c2)OCCO3)C1 (centres undefined)	-3%	54%[activator]	-20%	-5%	4%	1	6%[57.1 µM]	-11%	7%[57.1 µM]
CCCCN(C(=O)C1=COCCO1)c1c(N)n(CCCC)c(=O)[nH]c1=O	4%	6%	-3%	-4%	7%	5	2%	-8%	23%
CC(C)c1nc2ccc(C(=O)NCCCN3CCN(c4ccc(F)cc4)CC3)cc2o1	8%	20%[57 µM]	-14%	-6%	-1%	0	1%[57.1 µM]	0%	15%[57.1 µM]
Clc1ccccc1-c1ccc2ncnc(NCc3cccnc3)c2c1	/	19%	/	10%	-3%	-4	6%[57.1 µM]	-7%	6%[57.1 µM]
CC(=O)c1ccc(NC(=O)c2ccc3c(c2)N(Cc2cccc(Cl)c2)C(=O)c2ccccc2S3=O)cc1 (centres undefined)	0%	28%	-17%	1%	3%	1	-4%[57.1 µM]	37%[activator]	17%[57.1 µM]
O=C(CN1CCC(C(=O)c2cccc(F)c2)CC1)NCc1cccs1	8%	27%	1%	4%	1%	-2	4%	-1%	23%
Cc1ccccc1C(=O)N1CCN(c2ccc(NC(=O)c3ccco3)cc2Cl)CC1	6%	1%	-20%	-10%	7%	2	7%[57.1 µM]	0%	14%[57.1 µM]
CCc1ccc(CNC(=O)c2ccc3c(c2)nc2n3CCCCC2)cc1	-16%	12%[57 µM]	-10%	4%	6%	-3	0%[57.1 µM]	-2%	13%[57.1 µM]
CC[C@]1(c2cccc(C)c2)C(=O)N(C(=O)OC)N1C(=O)OC	3%	50%[activator]	-6%	-10%	22%	0	5%[57.1 µM]	1%	1.6µM*
O=C(CSc1nnnn1C1CCCC1)NCCc1ccccc1	5%	22%	-20%	i	-7%	-2	0%	-4%	2%
N#CCCn1cc(/C=N/O)c(-c2ccccc2)n1	5%	15%	-4%	0%	7%	2	-8%	-6%	6%
O=C(NC(=C(Cl)Cl)S(=O)(=O)c1ccc(Cl)cc1)c1ccccc1	-1%	32%	-16%	i	-3%	-4	-14%	1%	45µM*
CCOc1cc(C2c3c(oc4ccccc4c3=O)C(=O)N2c2ccccn2)ccc1O (centres undefined)	28%	29%	-14%	-9%	0%	4	-1%	-4%	-4%
CCCCC(=O)N1C/C=C\C(c2ccc(OC)cc2)N(Cc2ccc(F)cc2)C(=O)C1 (centres undefined)	1%	15%	-12%	-4%	7%	-4	17%[57.1 µM]	0%	30%[57.1 µM]
CCc1ccc2[nH]c(C)c(CN3CCCCCC3)c(=O)c2c1	5%	21%	2%	/	9%	-1	1%	2%	9%
CCOc1ccc(NC(=O)CN(C)CC(=O)Nc2cccc(Cl)c2C)cc1OCC	6%	32%	-22%	-6%	-15%	4	-7%	-8%	-2%
COc1ccc2c(c1)[C@H]1[C@H](CO2)[C@H](c2ccccc2)[C@]2(C)C(=O)N(Cc3ccc(C)cc3)CC(=O)N12	-3%	19%	3%	-5%	-2%	-1	2%	39%[activator]	16%
COc1ccc2[nH]c(=O)c(CN(C(=O)c3cccc(Cl)c3)c3ccccc3C)cc2c1	-3%	17%	0%	-9%	-14%	3	8%	4%	37%[activator]
COc1cc2c(cc1OC)C(COc1ccc3c(C)cc(=O)oc3c1)N(C(=O)c1cccc(C)c1)CC2 (centres undefined)	-20%	19%	-2%	11%	-8%	-16	20%	0%	-3%
CCC1CN(C(=O)N2CCC(C(=O)NCc3cc(OC)c(OC)c(OC)c3)CC2)c2ccccc2O1 (centres undefined)	-14%&11%	63%&33%[activator]	-10%&-2%	-6%	0%&1%	-3&-2	-2%&-4%	-2%&-8%	20%&6%
O=C(CCC1CCN(C(=O)c2ccccc2Cl)CC1)NCc1ccc(F)cc1	4%	21%	-16%	5%	6%	-1	-3%	1%	-2%
CCn1c(SCC(=O)N2CCOCC2)nc2ccccc21	3%	28%	3%	-3%	-11%	0	-18%[57.1 µM]	-2%	22%[57.1 µM]
CCc1ccc(NC(=O)CSc2nc(=O)n(CCN(C)C)c3c2CCCC3)cc1	4%	16%	-18%	-9%	-2%	5	-2%	0%	-1%

An excerpt from above in order of formula weight, ascending:
SMILES	mIDH1 inhibitor	HP1b chromo inh	USP1-UAF1 inh	Tb PGK inh	GLS inh	PI4K2A inh	TrxR1 substrate	Pin1 inhibitor	rTrxR1 inhibitor
O=C(CCC(=O)N1CCOc2ccccc21)N1CCCCC1	8%	16%	-11%	-6%	-1%	-5	24%[57.1 µM]	-7%	32%
O=C(NC(=C(Cl)Cl)S(=O)(=O)c1ccc(Cl)cc1)c1ccccc1	-1%	32%	-16%	i	-3%	-4	-14%	1%	45µM*
CCc1ccc(NC(=O)CSc2nc(=O)n(CCN(C)C)c3c2CCCC3)cc1	4%	16%	-18%	-9%	-2%	5	-2%	0%	-1%

(list continues)
SMILES	mIDH1 inhibitor	HP1b chromo inh	USP1-UAF1 inh	Tb PGK inh	GLS inh	PI4K2A inh	TrxR1 substrate	Pin1 inhibitor	rTrxR1 inhibitor
Cc1cc(=O)c(C(=O)O)nn1-c1cccc(C(F)(F)F)c1	2%	2%	-19%	-10%	4%	0	4%	-10%	11%
COc1ccc(NC(=O)C2CCN(C(=O)N3CCOc4ccccc43)CC2)cc1	-36%	5%	-17%	-6%	-6%	1	-5%	3%	8%
CS(=O)(=O)N(CC(=O)Nc1ccc(F)cc1F)c1cccc([N+](=O)[O-])c1	3%	31%	-9%	-10%	10%	-4	-13%	-2%	-12%
CCC1CCC2(CC1)NC(=O)N(CC(=O)Nc1cc(C)on1)C2=O (centres undefined)	6%	25%	-10%	-7%	9%	0	-1%	-7%	-3%
CCSC(=Nc1ccccc1)N1CCOCC1	-5%	52%[activator]	3%	0%	-29%	3	-2%	8%	6%[57.1 µM]
CC[C@H](C)[C@H](NC(=O)OCc1ccccc1)C(=O)OCC(=O)Nc1ccc(N2CCOCC2)cc1	2%	0%	?	0%	18%	-1	-7%	4%	1%
Cc1ccc(N2C(=O)c3ccccc3C2Nc2ccc(S(=O)(=O)N3CCOCC3)cc2)nc1 (centres undefined)	-4%	15%	-23%	-3%	7%	0	5%[57.1 µM]	-1%	6%[57.1 µM]
CC(C)n1c(SCC(=O)Nc2nc3ccccc3s2)nc2c1c(=O)n(C)c(=O)n2C	2%	26%	-12%	0%	-11%	4	13%[57.1 µM]	4%	22%[11.4 µM]
CCOC(=O)CC(=O)Nc1ccsc1C(N)=O	9%	26%	0%	-5%	3%	56	1%[11.4 µM]	0%	20%[11.4 µM]
COc1ccccc1-c1cn[nH]c(=S)n1	1%	?	-7%	-1%	?	-5	-16%	2%	?
Cc1cc(C)nc(SC(C)CNS(=O)(=O)c2ccccc2)n1 (centres undefined)	3%	30%	-16%	1%	13%	5	6%	-2%	15%
Cc1cccc(NC(=O)CSc2nc3nc4c(cc3c(=O)n2-c2ccccc2)CCCC4)c1	4%	30%	-2%	-4%	5%	3	-7%	71%[activator]	-4%
COc1ccc(NC2CCCN(C(=O)CCN3CCCC3=O)C2)cc1 (centres undefined)	-3%	8%	-3%	-5%	0%	2	-7%	-5%	-8%
CC(=O)Nc1ccc(S(=O)(=O)NC2(C(F)(F)F)NC(=O)N(c3ccccc3F)C2=O)cc1 (centres undefined)	-1%&0%	34%&36%	5%&-20%	-5%&10%	3%&-1%	1&-7	7%	-2%&-10%	3%
Cc1nn(-c2ccccc2)c(C)c1C(=O)NCc1ccc(F)cc1	4%	30%	-6%	-3%	2%	3	16%	-3%	21%
COc1ccc(CC(=O)OCC(=O)N(C)C2CCS(=O)(=O)C2)cc1OC (centres undefined)	3%	22%	-5%	-6%	1%	0	-10%	5%	-4%
CC1CCN(C(=O)COC(=O)Cn2cnc3ccccc32)CC1	4%	32%	-9%	i	-8%	3	16%[11.4 µM]	3%	16%[11.4 µM]
CCOC(=O)CC(=O)CSc1nc2ccccc2c(=O)n1CCc1ccccc1	-7%	35%[activator]	-7%	-1%	6%	0	-1%[57.1 µM]	9%	19%[57.1 µM]
CCOc1ccc(NC(=O)CSc2nc3c(c(=O)n2C)SC(C)C3)cc1 (centres undefined)	-1%	35%	-20%	-1%	5%	-2	-1%	8%	6%
CCOC(=O)CC(=O)NC(C)(C)CCCCC(C)(C)NC(=O)CC(=O)OCC	-7%	22%	-24%	-10%	0%	-2	-10%	1%	-4%[2.29 µM]
CCCCn1c(SC(C)C(=O)NCC2CCCO2)nc2cc(C(=O)OC)ccc2c1=O (centres undefined)	1%	27%	-3%	-8%	-1%	1	-13%	4%	-15%
CCN(CCn1cccn1)C(=O)CC1C(=O)NCCN1Cc1ccc(F)cc1 (centres undefined)	0%	12%	-7%	-4%	1%	-7	-8%	-5%	19%[57.1 µM]
CC(=O)Nc1nnc(Cc2c[nH]c3ccccc23)s1	13%	27%	-12%	6%	3%	0	7%[57.1 µM]	2%	0%[57.1 µM]

An excerpt; count on the stated rates, not on these rows.
